Screening results from PubChem BioAssay.
GPR151 activ: activators of human GPR151, primary screen, cell-based, PathHunter beta-arrestin, luminescence. G-protein coupled receptor 151 (Homo sapiens), Q8TDV0. PathHunter beta-arrestin GPR151 cells. activation, % at 11.2 µM. 650,000 compounds, 1% hits. AID 1508602, 2020; in the data active means activation above about 4.9%;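 further: 0% = median of compound wells and 100% = cells with positive control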
Target sequence (Q8TDV0 whole entry, looked up): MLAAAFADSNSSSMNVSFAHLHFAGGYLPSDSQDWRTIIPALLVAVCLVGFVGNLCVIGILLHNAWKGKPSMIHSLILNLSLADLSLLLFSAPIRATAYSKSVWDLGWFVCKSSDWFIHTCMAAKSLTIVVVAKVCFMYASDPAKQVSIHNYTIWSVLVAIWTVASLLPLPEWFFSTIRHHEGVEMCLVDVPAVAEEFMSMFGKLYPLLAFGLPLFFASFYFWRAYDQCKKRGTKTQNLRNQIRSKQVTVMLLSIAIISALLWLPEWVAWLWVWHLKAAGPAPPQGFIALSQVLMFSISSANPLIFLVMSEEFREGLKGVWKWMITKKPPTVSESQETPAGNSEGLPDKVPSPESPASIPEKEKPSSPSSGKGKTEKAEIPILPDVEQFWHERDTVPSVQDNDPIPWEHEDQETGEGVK
TEAD-YAP block: TEAD-YAP interaction inhibition, primary screen, TEAD-YAP interaction inhibitor project, luminescence, HEK-TIYL cells. 640,000 compounds, 1.4% hits. TEAD-Gal4/YAP UAS-luciferase luminescence. inhibition, % at 9.12 µM; in the data active means inhibition above about 32%;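 further: 0% = median of test compound wells and 100% = reference inhibitor wells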
MITF inh: MITF inhibitors, primary screen, biochemical, AlphaScreen, human. Microphthalmia-associated transcription factor (Homo sapiens), O75030. AlphaScreen MITF homodimerization, bead proximity signal. inhibition, % at 2.6 µM. 650,000 compounds, 0.91% hits; in the data active means inhibition above about 50%;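 further: 0% = vehicle wells with protein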
Target sequence (O75030 whole entry, looked up): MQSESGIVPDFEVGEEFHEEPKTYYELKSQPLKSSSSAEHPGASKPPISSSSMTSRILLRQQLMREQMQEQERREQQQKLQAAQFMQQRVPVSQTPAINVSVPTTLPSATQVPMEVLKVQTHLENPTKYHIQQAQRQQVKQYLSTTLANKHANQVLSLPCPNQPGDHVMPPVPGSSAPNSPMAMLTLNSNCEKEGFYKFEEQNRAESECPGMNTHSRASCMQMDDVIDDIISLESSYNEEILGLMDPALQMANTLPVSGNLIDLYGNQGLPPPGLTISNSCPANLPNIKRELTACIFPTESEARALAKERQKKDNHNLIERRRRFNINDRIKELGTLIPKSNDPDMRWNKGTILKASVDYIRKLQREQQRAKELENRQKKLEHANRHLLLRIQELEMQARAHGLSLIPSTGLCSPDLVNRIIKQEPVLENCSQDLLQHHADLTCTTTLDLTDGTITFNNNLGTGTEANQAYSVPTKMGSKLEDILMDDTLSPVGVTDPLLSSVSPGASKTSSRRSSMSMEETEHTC
FBW7 activator: FBW7 E3 ligase activators, primary screen, biochemical, AlphaScreen, human; AlphaScreen FBW7–phospho-cyclin E peptide binding, activator screen; normalized activity (activation), % at 26.1 µM; 650,000 compounds, 0.13% hits; in the data active means normalized activity above about 1.9%;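 further: purified mutant Fbw7 with reduced substrate affinity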
* = called active by the depositor; & = joins results of further samples.

Under each structure – TEAD-YAP block | MITF inh | GPR151 activ | FBW7 activator
1: COc1ccc(NC(=O)CSc2nc3[nH]ncc3c(=O)n2-c2ccc(C)c(Cl)c2)c(OC)c1
  14 | 7 | 0.3 | 0.2
2: CCOC(=O)C1(CCOC)CCN(C(=O)c2ccccc2-c2cccc(C)c2)CC1
  2 | 8 | -0.2 | -0.1
3: COCCCNC(=O)c1ccc2c(c1)NC(=O)C(CSCc1ccc(C)cc1)N2 (stereo not given)
  19 | 12 | 1.1 | -0.2
4: COc1ccc(NC(=O)C2=C(C)C(=O)OC23CCCCC3)cc1Cl
  1 | 16 | -0.9 | 0.0
5: Cc1ccc(-n2c(C)cc(C(=O)COC(=O)c3ccco3)c2C)cc1
  -11 | 17 | -1.6 | 0.1
6: Cc1cc(Br)ccc1NS(=O)(=O)c1c(C)[nH]c(=O)[nH]c1=O
  5 | 4 | -0.1 | -0.1
7: Cc1ccc2nc(CN(C)CC3COCCO3)nc(N)c2c1 (stereo not given)
  -6 | 15 | -0.6 | -0.2
8: CSCCCNC1CCCN(c2nc(C)c3ccc(C)cc3n2)CC1 (stereo not given)
  -2 | -8 | -0.5 | 0.0
9: CC(Cc1ccccc1)(NC(=O)CN)c1ccccc1 (stereo not given)
  8 | -5&18 | 4.2&-1.8 | 0.1&-0.1
10: COc1cccc(NC(=O)CSc2nnc(-c3cccc(OC)c3)n2-n2cccc2)c1
  5 | 2 | 0.8 | 0.0
11: Nc1c(C(=O)Nc2ccccc2)sc2nc3c(c(-c4ccco4)c12)CCC3
  -10 | 4 | -1.1 | 0.0
12: COc1ccc(OCC(=O)Nc2ccc(I)cc2)cc1
  -1 | 6 | -0.5 | 0.7
13: Cc1ccccc1C1(CC(=O)N(C)C(C)C)CC(=O)N(Cc2cccnc2)C1=O (stereo not given)
  5 | 4 | 1.5 | 0.3
14: O=C(C1CCN(C2CCN(Cc3cc(Cl)ccc3O)CC2)CC1)N1CCCC1
  -6 | -15 | 0.8 | 0.1
15: O=C(CCCn1c(SCC(=O)NCCc2ccccc2)nc2ccccc2c1=O)NCc1cccc(Cl)c1
  1 | 2 | 1.7 | 0.0
16: COc1ccc(NC(=O)CNNc2ccc(S(N)(=O)=O)cc2)cc1
  -6 | -13 | 1.4 | 0.1
17: O=S(=O)(Nc1cccc(C(F)(F)F)c1)c1cccnc1
  5 | 4 | 0.2 | -0.3
18: CC(=Nc1cc(Cl)ccc1Cl)NNc1ccc([N+](=O)[O-])cc1[N+](=O)[O-]
  6 | 18 | -0.5 | -0.1
19: CCCCOC(=O)c1ccc(NC(=O)c2ccccc2Br)cc1
  -5 | 3 | 1.4 | 0.0
20: CC1=C(C(=O)OCCOc2ccccc2)C(c2cccc([N+](=O)[O-])c2)NC(=O)N1 (stereo not given)
  10 | 10 | 0.3 | 0.1
21: CCCCNC(=O)c1nn(C)c2c1COc1ccccc1-2
  -38 | -3 | 1.7 | -0.1
22: COc1ccc(NC(=O)CCN2C(=O)c3cccc([N+](=O)[O-])c3C2=O)c(OC)c1
  -6 | 10 | -1.9 | 0.2
23: CCOC(=O)c1sc2nc(C)n(CC(=O)NCc3ccccc3)c(=O)c2c1C
  2 | -9 | -1.4 | -0.1
24: Cc1cc(OC(=O)c2ccc(C)c(C)c2)c([N+](=O)[O-])c(=O)[nH]1
  3 | 10 | 0.4 | -0.1
25: COc1ccc(NC(=O)NC23CC4(C)CC(C)(CC(C)(C4)C2)C3)cc1
  -3 | -5 | 3.3 | 0.3
26: Cc1ccc(C(=O)N2CCC(Nc3ccc4cnccc4c3)CC2)cc1F
  1 | 14 | -1.2 | 0.3
27: Cc1cn2c(=O)c(C(=O)N(CCO)C(C)C)cnc2s1
  2 | -10 | -0.6 | -0.4
28: CCCCNC(=O)c1nn2c(c1Cl)NC(c1ccccc1)CC2C(F)(F)F (stereo not given)
  1 | 5 | 0.5 | 0.0
29: COc1ccccc1-c1cnc(Nc2ccc(C)cc2)c2nccn12
  -20 | -16 | 1.3 | -0.5
30: NNS(=O)(=O)c1ccc(Sc2ccccn2)c([N+](=O)[O-])c1
  4 | -22 | 0.5 | 0.1
31: O=C(Cn1c(-c2cccnc2)nc2ccccc21)N1CCCc2ccccc21
  -2 | -6 | 1.1 | -0.2
32: Cc1cc(C)c(C(=O)c2ccc(C(=O)N3CCCCC3)cc2)c(C)c1
  -14 | 17 | 2.3 | 0.6
33: CCOc1ccc(NC(=O)Nc2ccccc2)cc1
  -22 | 2 | -7.8 | 0.0
34: COc1cccc2cc(-c3cn4ccc(C)cc4n3)c(=O)oc12
  -70 | -2 | 1.4 | -0.1
35: COC(=O)C1=CN(Cc2ccc(Cl)cc2)C=C(C(=O)OC)C1c1ccc(OC)cc1OC
  -1 | -22 | -0.4 | 0.2
36: O=C(Nc1nc2ccccc2s1)C1CC(=O)N(CCCN2CC(C(=O)Nc3nc4ccccc4s3)CC2=O)C1 (stereo not given)
  11 | 2 | -0.6 | 0.1
37: O=c1c2ccccc2nc2sc(Nc3ccc(F)cc3)nn12
  -48 | 13 | 3.1 | 0.1
38: CC12CCC(/C(=N\NC(=S)Nc3ccccc3)C1=O)C2(C)C (stereo not given)
  1 | 5 | 0.8 | -0.1
39: COc1ccc(N(C(=O)c2ccncc2)S(=O)(=O)c2ccccc2)cc1
  14 | 3 | 0.3 | 0.0
40: O=C(O)c1c(F)c(F)cc2ccccc12
  10 | 4 | -1.2 | 0.1

Compounds shown so far with a Cl atom (seven):
Under each structure – TEAD-YAP block | MITF inh | GPR151 activ | FBW7 activator
1: COc1ccc(NC(=O)CSc2nc3[nH]ncc3c(=O)n2-c2ccc(C)c(Cl)c2)c(OC)c1
  14 | 7 | 0.3 | 0.2
4: COc1ccc(NC(=O)C2=C(C)C(=O)OC23CCCCC3)cc1Cl
  1 | 16 | -0.9 | 0.0
14: O=C(C1CCN(C2CCN(Cc3cc(Cl)ccc3O)CC2)CC1)N1CCCC1
  -6 | -15 | 0.8 | 0.1
15: O=C(CCCn1c(SCC(=O)NCCc2ccccc2)nc2ccccc2c1=O)NCc1cccc(Cl)c1
  1 | 2 | 1.7 | 0.0
18: CC(=Nc1cc(Cl)ccc1Cl)NNc1ccc([N+](=O)[O-])cc1[N+](=O)[O-]
  6 | 18 | -0.5 | -0.1
28: CCCCNC(=O)c1nn2c(c1Cl)NC(c1ccccc1)CC2C(F)(F)F (stereo not given)
  1 | 5 | 0.5 | 0.0
35: COC(=O)C1=CN(Cc2ccc(Cl)cc2)C=C(C(=O)OC)C1c1ccc(OC)cc1OC
  -1 | -22 | -0.4 | 0.2

Along the list, from the results shown:
Nos. 19–29 in TEAD-YAP block, in turn: -5, 10, -38, -6, 2, 3, -3, 1, 2, 1, -20
Nos. 19–29 in GPR151 activ, in turn: 1.4, 0.3, 1.7, -1.9, -1.4, 0.4, 3.3, -1.2, -0.6, 0.5, 1.3

Going on with the list.
Under each structure – TEAD-YAP block | MITF inh | GPR151 activ | FBW7 activator
41: CCOc1ccc(S(=O)(=O)N2c3cccc4cccc(c34)S2(=O)=O)c([N+](=O)[O-])c1
  -1 | -1 | 1.7 | -0.1
42: Cc1ccc(S(=O)(=O)N2CCC(c3nc(-c4ccccc4)no3)CC2)cc1C
  4 | 13 | -0.8 | 0.1
43: CCCCCCc1cc2cc(-c3nnc(-c4ccccc4OC)o3)c(=O)oc2cc1O
  -1 | 6 | 0.2 | -0.1
44: N#CC1=C(N)Oc2n[nH]c(-c3ccc(Cl)c(Cl)c3)c2C1c1ccc(O)c(O)c1 (stereo not given)
  -9 | -1 | 0.4 | -0.4
45: Cc1ccc(Sc2cc(C(=O)NCc3ccccc3)c3ccccc3n2)cc1
  4 | -3 | -0.2 | 0.0
46: COc1cccc(/C=N\NC(=O)C2C(=O)NCC2c2ccccc2)c1OC (stereo not given)
  3 | -13 | -0.4 | 0.0
47: CCSCCOC(=O)C1=C(C)NC2=C(C(=O)CC(c3ccccc3)C2)C1c1ccc(C)cc1 (stereo not given)
  1 | -15 | 0.7 | 0.3
48: O=C(N[C@@H]1c2ccccc2C2(CCN(C(=O)CCN3CCCO3)CC2)[C@H]1O)c1ccccc1
  -10 | -8 | -1.4 | 0.4
49: CC1=C/C(=N\S(=O)(=O)c2cccc([N+](=O)[O-])c2)C(C)=CC1=O
  7&13 | -8&6 | -1.2&0.0 | 0.1&0.0
50: Cc1cccc(C(=O)NCc2nnc(SCC(=O)Nc3ccccc3F)n2-c2ccc(Cl)c(Cl)c2)c1
  2 | -2 | 0.5 | 0.0
51: COc1ccc(Cl)cc1N(CC(=O)NC1CC2CCC1C2)S(=O)(=O)c1ccccc1 (stereo not given)
  3 | 0 | -1.2 | -0.1
52: COc1cc(C2C(C#N)=C(N)N(c3sc4c(c3C#N)CCCCC4)C3=C2C(=O)CCC3)cc(OC)c1OC (stereo not given)
  -3 | 15 | -0.6 | 0.6
53: Cc1ccc(C(=O)C[n+]2ccc(C(=O)NCCO)cc2)cc1
  -3 | -7 | -1.0 | 0.1
54: Cc1ccc(S(=O)(=O)Nc2c(C)ccc3nsnc23)cc1
  14 | 3 | 0.3 | -0.1
55: COc1ccccc1S(=O)(=O)N1CCN(c2nc3ccccc3n2C)CC1
  -3 | -2 | -1.0 | -0.1
56: O=C(NC1CCCC1)C(c1ccncc1)N(Cc1ccccc1)C(=O)Cc1cccs1 (stereo not given)
  -1 | 17 | -0.7 | -0.1
57: Cc1cccc(N(CC(=O)NC(C)(C)C)C(=O)Cn2nnc(-c3ccc(F)cc3)n2)c1C
  12 | -3 | 0.8 | -0.1
58: CC1(C)CC(=O)C2=C(C1)N(c1c(F)cccc1F)C(N)=C(C#N)C2c1ccccc1 (stereo not given)
  5 | -7 | -0.2 | -0.1
59: CCC(C)CC(=O)Nc1nc2c(s1)C(=O)CC(C(=O)N(C)Cc1ccon1)C2 (stereo not given)
  -48 | 9 | -0.8 | 0.1
60: O=C(Nc1ccccc1Cl)c1cc([N+](=O)[O-])ccc1Cl
  36* | 4 | 1.5 | -0.1

Shown as a markdown table: entries from further up.
| No. | Compound | TEAD-YAP block | MITF inh | GPR151 activ | FBW7 activator |
| --- | --- | --- | --- | --- | --- |
| 45 | Cc1ccc(Sc2cc(C(=O)NCc3ccccc3)c3ccccc3n2)cc1 | 4 | -3 | -0.2 | 0.0 |
| 46 | COc1cccc(/C=N\NC(=O)C2C(=O)NCC2c2ccccc2)c1OC (stereo not given) | 3 | -13 | -0.4 | 0.0 |

Next part.
Under each structure – TEAD-YAP block | MITF inh | GPR151 activ | FBW7 activator
61: O=C(NC1CCCCCC1)c1ccc2c(=O)n(Cc3ccco3)c(=S)[nH]c2c1
  -13 | 6 | -1.0 | 0.8
62: O=C1CCC(CCNCc2cccc(F)c2)N1C1CCCC1 (stereo not given)
  10 | -2 | 0.3 | 0.2
63: CCOc1ccc(NC(=O)c2ccc(F)c(S(=O)(=O)NC3CCCCCC3)c2)cc1
  43* | 15 | 0.6 | 0.1
64: O=C1CCn2nc(-c3ccc(Cl)cc3)cc2N1
  -48 | 3 | 0.1 | 0.2
65: N#CCC(=O)Nc1ccc(C(=O)OCC(=O)NC(=O)NCc2ccco2)cc1
  -5 | -7 | 0.0 | -0.3
66: O=C(CN(Cc1cccnc1)C(=O)C(=O)Nc1ccc2c(c1)OCCO2)NC1CCCC1
  -1 | -6 | 2.6 | -0.1
67: CC(=O)Nc1ccc(N2C(=O)/C(=C/c3ccc(Cl)cc3)C=C2c2ccccc2)cc1
  -2 | -7 | -0.4 | 0.3
68: CS(=O)(=O)N1CCC(=O)N(Cc2ccc(Cl)cc2)c2ccccc21
  -5 | -2 | 1.9 | -0.1
69: Cc1cc(=O)[nH]c(=S)[nH]1
  9 | -3 | 3.6 | 0.1
70: CCOC(=O)c1cccc(NC(=O)COc2ccc(OC)cc2)c1
  -21 | 3 | 1.2 | -0.1
71: N#Cc1c(N)n(CCNC(=O)c2ccco2)c2nc3ccccc3nc12
  4 | -8 | -0.3 | -0.1
72: CCc1nnc(NC(=O)CSc2nccn2Cc2ccc(F)cc2)s1
  2 | 0 | 2.4 | -0.6
73: COc1ccc(OC)c(NC(=O)CN2CCC(c3nc4ccc(Cl)cc4[nH]3)CC2)c1
  -26 | 26 | -0.2 | 0.1
74: O=C(CCNS(=O)(=O)c1ccc2[nH]c(=O)ccc2c1)NC1CCCCC1
  -4 | -9 | 0.2 | 0.3
75: CCNC(=O)c1c(NC(=O)c2cccs2)sc2c1CCC(C(C)(C)C)C2 (stereo not given)
  -8 | -2 | -0.4 | 0.0
76: CC(C)C(NC(=O)c1ccc(Br)cc1)C(=O)NC1=NCCS1 (stereo not given)
  8 | 15 | -0.2 | -0.2
